# SKN-1 block: suppressors of acrylamide-induced Pgst-4::GFP reporter in worms, primary screen, SKN-1 inhibitor project, whole organism, uHTS, GFP/RFP fluorescence ratio, strain VP596; C. elegans VP596 Pgst-4::GFP/RFP ratio, 24 h; inhibition, % at 21.8 µM; actives 0.49% (n = 360,000); AID 624304, 2012;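 active = interference check ratio from 0.5 to 1.5 plus GFP to RFP signal ratio inhibition reaching or exceeding a fixed threshold, cut at about 30% in these data, passing the limit was not always enough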; also: some compounds called inactive have numbers as strong as hits
# MsrA inh: bovine MsrA enzyme inhibitors, primary screen, biochemical, absorbance, HTS; purified bovine MsrA, absorbance read-out; inhibition, % at 15.5 µM; actives 0.75% (n = 360,000); AID 651718, 2012; in the data active = inhibition above about 4.5%;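 also: 0% = vehicle wells with enzyme and 100% = reference inhibitor wells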
# FAS TE block: FAS thioesterase domain inhibitors, primary screen, biochemical, fluorescence intensity, uHTS | Fatty acid synthase (Homo sapiens), P49327 | recombinant FAS-TE, OMFH fluorogenic substrate, fluorescence endpoint | inhibition, % at 15 µM | actives 0.67% (n = 360,000) | AID 602261, 2012;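 active = compounds whose normalised, plate-corrected inhibition of enzyme fluorescence in the single-dose primary screen is 50% or more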;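 also: 0% = DMSO with enzyme and 100% = substrate without enzyme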
# E coli Lon inh: inhibitors of E. coli Lon protease, primary screen, biochemical, fluorescence polarization; P0A9M0; purified E. coli Lon protease; inhibition, % at 7.94 µM; actives 0.42% (n = 360,000); AID 602123, 2011; in the data active = inhibition above about 13%, passing the limit was not always enough;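 also: 0% = enzyme with probe and DMSO and 100% = no enzyme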
# CendR NRP1 mod: modulators of CendR peptide binding to NRP-1, primary screen, biochemical, fluorescence polarization, uHTS. Neuropilin-1 (Homo sapiens), O14786. FAM-RPARPAR peptide binding to NRP-1. inhibition, % at 25 µM. actives 0.85% (n = 360,000). AID 602438, 2012;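 active = inhibition or corrected inhibition above about 18%, plus a signal ratio from 0.5 to 1.5, limit read from the data, passing the limit was not always enough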; also: strong numbers were not always called active
# PABP1 MLLE inh: inhibitors of PABP1 MLLE–PAM2 peptide binding, primary screen, biochemical, fluorescence polarization, FITC-PAM2, GST-MLLE | Polyadenylate-binding protein 1 (Homo sapiens), P11940 | inhibition, % at 20 µM | actives 0.36% (n = 360,000) | AID 588489, 2011; in the data active = inhibition above about 35%, passing the limit was not always enough;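 also: plate controls were DMSO wells with GST-MLLE for no effect and wells lacking GST-MLLE protein for full effect; some results filed as inactive read as strong as hits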
# Target sequence (P11940 whole entry, looked up): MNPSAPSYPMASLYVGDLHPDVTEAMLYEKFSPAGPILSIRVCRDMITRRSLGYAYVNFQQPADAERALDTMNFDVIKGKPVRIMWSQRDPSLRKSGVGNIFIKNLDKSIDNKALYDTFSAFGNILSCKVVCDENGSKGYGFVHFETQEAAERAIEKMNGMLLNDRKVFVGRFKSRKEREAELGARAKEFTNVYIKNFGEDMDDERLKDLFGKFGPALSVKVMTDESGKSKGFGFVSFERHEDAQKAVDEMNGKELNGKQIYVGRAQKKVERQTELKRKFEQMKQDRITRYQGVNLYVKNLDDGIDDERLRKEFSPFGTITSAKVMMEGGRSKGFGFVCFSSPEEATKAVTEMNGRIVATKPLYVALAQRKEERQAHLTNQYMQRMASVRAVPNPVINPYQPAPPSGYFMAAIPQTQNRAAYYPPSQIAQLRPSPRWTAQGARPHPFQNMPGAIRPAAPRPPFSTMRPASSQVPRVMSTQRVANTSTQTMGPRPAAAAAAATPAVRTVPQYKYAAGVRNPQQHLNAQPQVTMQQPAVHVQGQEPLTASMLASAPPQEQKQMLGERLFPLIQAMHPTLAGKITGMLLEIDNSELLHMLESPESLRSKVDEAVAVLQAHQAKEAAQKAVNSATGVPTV
# MT1-MMP act inh: blockers of MT1-MMP proenzyme processing, primary screen, HT1080 RFP-PRO-GFP cells, GFP/RFP fluorescence | Matrix metalloproteinase-14 (Homo sapiens), P50281 | actives 0.061% (n = 360,000) | GFP/RFP ratio change, % at 20 µM | AID 651647, 2012 | GFP/RFP ratio fluorescence, overnight; percent of plate control window, DMSO zero;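 active = GFP/RFP ratio change of at least 30% with cell ATP level not reduced by more than half and red fluorescence within 50% of control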; also: strong numbers were not always called active
#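 Material – HT1080 RFP-PRO-GFP cells · Control set – DMSO wells and RFP-L50D-GFP cells · Incubation – overnight cell settling, then overnight compound exposure, 37 °C, 5% CO2 · Compound dosing – single-point 20 µM compound, 1% DMSO · Read-out – GFP/RFP fluorescence ratio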
# bovine MsrA act: bovine MsrA enzyme activators, primary screen, biochemical, absorbance, HTS; activation, % at 10.6 µM; purified bovine MsrA, absorbance read-out; actives 0.3% (n = 360,000); AID 602163, 2012; in the data active = activation above about 7.5%;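 also: 0% = vehicle and 100% = reference activator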
# Tb MetRS inh: T. brucei MetRS inhibitors, primary screen, biochemical, luminescence; methionyl-tRNA synthetase (Trypanosoma brucei brucei); purified T. brucei MetRS, ATP depletion, Kinase-Glo luminescence; inhibition, % at 11.9 µM; actives 0.4% (n = 360,000);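 active = inhibition above a per-plate cutoff of the control wells' mean inhibition plus 3 SD, cut at about 5.5% in these data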;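 also: 0% = DMSO wells median and 100% = median of wells with control inhibitor compound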
#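 Test system – parasite MetRS enzyme · Reagent – substrates ATP, L-methionine and bulk Escherichia coli tRNA · Doses – 11.9 µM compound single dose, 0.9% DMSO · Times – 15 min enzyme-compound preincubation, 2 h reaction, 10 min detection, 25 °C · Signal – Kinase-Glo luminescence, ATP depletion format · Controls – DMSO-only wells as low control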
# * hit, by the source's call; x = no result given.
1: CCSC1=NCCN1C(=O)c1ccc(S(=O)(=O)N(CC)CC)cc1
2: O=C(Nc1cc(S(=O)(=O)N2CCOCC2)ccc1N1CCOCC1)c1cccc(Cl)c1
3: CCCCNC(=S)N(C)/N=C/c1ccccc1C(=O)O
4: CCS(=O)(=O)c1nc(S(=O)(=O)c2ccc(C)cc2)c(NCCCn2ccnc2)s1
5: CCOc1cc(/C=C/c2nc3cc(C)c(C)cc3s2)ccc1OCC(=O)N1CCOCC1
6: Cc1ccc(NC(=S)NC(=O)Cc2ccccc2)c(O)c1
assay / entry	1	2	3	4	5	6
SKN-1 block	14	34	-6	10	11	-4
MsrA inh	0.1	0.2	1.2	1.4	0.2	0.3
FAS TE block	-6	2	-9	-4	-1	6
E coli Lon inh	4	-3	10	11	-6	7
CendR NRP1 mod	4	-5	-3	10	6	-3
PABP1 MLLE inh	-1	-15	-56	-2	-7	35
MT1-MMP act inh	0	-1	-2	2	7	0
bovine MsrA act	-4	-2	-3	-3	-1	-4
Tb MetRS inh	-0.4	-0.2	0.1	-0.2	-0.7	0.2

7: CCOc1cc(C)c(C(C)C)cc1S(=O)(=O)n1ccc(C)n1
8: CCN(CC)CC(=O)Nc1ccc(C)cc1C(=O)c1ccccc1
9: O=C(O)CC(c1cccc2ccccc12)n1cccc1 (centres undefined)
10: O=C1/C(=C/c2ccc3c(c2)OCO3)CCC/C1=C\c1ccc2c(c1)OCO2
11: CCN1C(=O)CC(C(C)C)N(C2CCCC2)c2nc(Nc3ccc(C(=O)NC4CCN(C)CC4)cc3OC)ncc21 (centres undefined)
12: CCOc1[nH]n(-c2ccccc2)c(=O)c1C=NCc1ccncc1
assay / entry	7	8	9	10	11	12
SKN-1 block	19	2	-14	-11	19	3
MsrA inh	-0.8	-0.9	0.4	0.7	x	1.1
FAS TE block	4	-1	0	28	-7	-8
E coli Lon inh	6	5	-13	-81	5	-1
CendR NRP1 mod	-14	8	1	-28	-2	-3
PABP1 MLLE inh	-2	-5	-3	-34	2	9
MT1-MMP act inh	-3	-1	7	-7	6	-3
bovine MsrA act	-3	-7	-2	-4	-8	-2
Tb MetRS inh	-1.0	-0.7	-0.3	-0.8	0.5	-0.5

13: O=C(c1cccc(F)c1)N1CCN(Cc2ccc3c(c2)OCO3)CC1
14: CN1CCN(C2=C(NS(=O)(=O)c3cccs3)C(=O)c3ccccc3C2=O)CC1
15: CCNC(=O)C(=O)N/N=C/c1cc([N+](=O)[O-])ccc1O
16: Cc1csc(NC(=O)C2CCCN(S(=O)(=O)c3cccnc3)C2)n1 (centres undefined)
17: COc1ccc(OCC(O)CNC(=O)Nc2ccccc2)cc1 (centres undefined)
18: CC(O)CSc1nc2c(c(=O)n(C)c(=O)n2C)n1CCCc1ccccc1 (centres undefined)
assay / entry	13	14	15	16	17	18
SKN-1 block	-3	-9	7	8	10	-1
MsrA inh	0.4	-0.6	2.4	-0.1	-0.7	0.3
FAS TE block	0	-1	12	-6	-5	4
E coli Lon inh	-2	-4	0	-4	6	-2
CendR NRP1 mod	12	-8	1	4	-5	0
PABP1 MLLE inh	-8	19	12	9	2	-6
MT1-MMP act inh	3	6	2	-1	3	4
bovine MsrA act	-3	4	-3	-4	-1	-8
Tb MetRS inh	0.5	-0.6	0.9	0.1	9.4*	-0.9

19: Cc1ccc(S(=O)(=O)NC(=O)C2(C)CCN2C(=O)Cc2ccc(-c3ccccc3)cc2)cc1 (centres undefined)
20: C=CCNc1cc(C)oc(=O)c1C(=O)CCC
21: CC(=O)/C(C#N)=C1\NC(=O)C(Cc2ccccc2Cl)S1 (centres undefined)
22: CCC1CCCCN1CCCNC(=O)c1ccc2c(c1)c(C)c(C)n2CC (centres undefined)
23: Cc1ccc2nc(/C(C#N)=C\c3cc(O)ccc3[N+](=O)[O-])[nH]c2c1
24: Cc1cccc(CSc2nnc(-c3ccccn3)n2N)c1
assay / entry	19	20	21	22	23	24
SKN-1 block	-2	5	1	9	13	-7
MsrA inh	0.2	1.4	3.6	0.3	1.2	-1.1
FAS TE block	-9	-4	-6	-6	8	-4
E coli Lon inh	-4	-3	-1	-6	-17	-3
CendR NRP1 mod	6	-4	2	-5	-22	2
PABP1 MLLE inh	-11	7	-5	-8	2	0
MT1-MMP act inh	8	4	-150	3	-2	6
bovine MsrA act	-1	-1	-4	-1	-7	-3
Tb MetRS inh	-0.1	-0.1	0.0	0.0	14*	-0.6

25: COc1c(Cl)cnn(-c2ccccc2)c1=O
26: O=C1NC2(CCCC2)Oc2ccccc21
27: COc1ccc(NC(=O)C[C@H]2C(=O)N(C3CCCCC3)C[C@@H]2c2ccc(OC)cc2)cc1
28: CC(C)S(=O)(=O)c1cnc(-c2ccccn2)nc1N
29: N#CCSc1nnc(CNc2ccc(F)cc2)o1
30: Cc1nn(-c2ccccc2)c2[nH]c(=O)c(CNCc3ccc4c(c3)OCO4)cc12
assay / entry	25	26	27	28	29	30
SKN-1 block	1	5	-1	-1	3	-7
MsrA inh	-0.2	0.7	1.4	-0.3	-0.2	-0.4
FAS TE block	-10	-5	-2	-2	-7	-3
E coli Lon inh	-5	-3	-6	-6	-2	3
CendR NRP1 mod	-5	1	8	0	3	3
PABP1 MLLE inh	15	-1	7	0	48*	-12
MT1-MMP act inh	2	2	2	0	-3	-10
bovine MsrA act	-9	-5	-7	-3	-4	-2
Tb MetRS inh	-0.3	-1.1	-0.7	-0.4	-0.2	0.1

# 3 of the compounds above, with bars between the fields.
nr | compound | SKN-1 block | MsrA inh | FAS TE block | E coli Lon inh | CendR NRP1 mod | PABP1 MLLE inh | MT1-MMP act inh | bovine MsrA act | Tb MetRS inh
3 | CCCCNC(=S)N(C)/N=C/c1ccccc1C(=O)O | -6 | 1.2 | -9 | 10 | -3 | -56 | -2 | -3 | 0.1
20 | C=CCNc1cc(C)oc(=O)c1C(=O)CCC | 5 | 1.4 | -4 | -3 | -4 | 7 | 4 | -1 | -0.1
6 | Cc1ccc(NC(=S)NC(=O)Cc2ccccc2)c(O)c1 | -4 | 0.3 | 6 | 7 | -3 | 35 | 0 | -4 | 0.2

# The results go on:
31: Cc1cccc(OCCCC(=O)Nc2ccc(S(=O)(=O)Nc3ncccn3)cc2)c1C
32: O=C(/C=C\c1ccc2c(c1)OCO2)CC1(O)C(=O)Nc2ccccc21 (centres undefined)
33: O=C(C[n+]1cccc(O)c1)NCc1ccc(Cl)cc1
34: CCCS(=O)(=O)NC(=O)C1(C)CCCN(C(=O)c2cncc(Br)c2)C1 (centres undefined)
35: CC(C)Cc1cc(C(=O)Nc2cccnc2)no1
36: Cc1cccc(C)c1NC(=O)COC(=O)CCC(=O)c1cccs1
assay / entry	31	32	33	34	35	36
SKN-1 block	5	5	-3	14	2	-6
MsrA inh	-0.1	4.0	0.2	x	-0.1	-0.8
FAS TE block	-1	-4	-2	-12	-6	-8
E coli Lon inh	3	0	-18	-8	-10	1
CendR NRP1 mod	6	-12	7	10	5	4
PABP1 MLLE inh	0	-8	18	14	10	10
MT1-MMP act inh	-3	-3	1	3	4	2
bovine MsrA act	-4	-6	-12	-2	-3	-4
Tb MetRS inh	-0.1	-0.4	-0.3	0.1	0.3	-0.1

37: CCN(CC)S(=O)(=O)c1ccc(C)c(NC(=O)/C=C/c2cccs2)c1
38: Cc1ccnn1-c1ccc(C(=O)NCC(c2ccco2)N2CCCC2)cc1 (centres undefined)
39: CCOC(=O)c1ccc(NC(=O)CN2C(=O)CNC2=O)cc1
40: O=C(Nc1ccc(C(=O)N2CCCC2)cc1)c1ccccc1
41: COc1ccc(-c2ccnc(SCC(=O)N3CCN(c4ccccc4)CC3)n2)cc1
42: Cc1ccc(SCC(=O)NCCC2=CCCCC2)cc1
assay / entry	37	38	39	40	41	42
SKN-1 block	4	13	17	0	-1	-2
MsrA inh	3.2	-0.3	0.3	0.4	0.0	0.5
FAS TE block	8	-6	-6	-11	4	6
E coli Lon inh	-5	3	2	-8	10	8
CendR NRP1 mod	-4	-8	-4	4	-5	2
PABP1 MLLE inh	-18	-12	-23	1	5	17
MT1-MMP act inh	-3	7	-2	5	-7	-2
bovine MsrA act	-3	-3	0	-2	-5	-8
Tb MetRS inh	-0.2	-0.5	0.0	-1.2	-0.4	-0.3

43: CCn1c2ccccc2c2cc(NC(=O)c3cccc(OC)c3OC)ccc21
44: COc1ccc(C(=O)NCc2ccccc2C)cc1S(=O)(=O)NC1CCCC1
45: CC(C)Oc1cccc(C(=O)C2CCCN(C(=O)c3ccnn3C)C2)c1 (centres undefined)
46: COc1cc(C(=O)OCC(=O)NC(N)=O)cc(CN2C(=O)c3ccccc3C2=O)c1OC
47: COC(=O)C1CN(C(=O)COc2ccc(C)cc2)c2ccccc2O1 (centres undefined)
48: O=C(O)c1cccnc1Sc1ccccc1Cl
assay / entry	43	44	45	46	47	48
SKN-1 block	-4	2	-5	4	8	-8
MsrA inh	1.5	-0.9	-0.5	-1.9	-0.5	1.2
FAS TE block	34	-4	-6	-4	0	-8
E coli Lon inh	-9	-5	-8	1	-1	-7
CendR NRP1 mod	1	-6	2	-2	-19	-21
PABP1 MLLE inh	12	8	5	-20	-14	-19
MT1-MMP act inh	3	-6	-13	-8	-5	-2
bovine MsrA act	-10	-2	-2	-13	-2	-3
Tb MetRS inh	-0.9	0.1	-0.3	0.8	0.1	-0.5

49: COc1ccccc1CN1CC(C(=O)NCc2ccc(C)c(F)c2)CCC1=O (centres undefined)
50: O=C(COC(=O)COc1ccccc1)Nc1ncc(Cl)cc1Cl
51: CCN(C(=S)Nc1ccc(Oc2ccccc2)cc1)c1ccccc1
52: CCOc1cccc2c1OC1(C)CC2NC(=O)N1c1cccc(C(=O)NCc2ccccn2)c1 (centres undefined)
53: Cc1cc(C)c(S(=O)(=O)Nc2c(C)[nH]c(=O)[nH]c2=O)c(C)c1
54: CCCN1C2CCCC1CC(NC(=O)c1ccc(Br)cc1)C2 (centres undefined)
55: CN1CCN(C(=O)CN(C2CCCCC2)S(=O)(=O)c2ccc(Br)cc2)CC1
56: CCC(=O)c1ccc2ncccc2c1
assay / entry	49	50	51	52	53	54	55	56
SKN-1 block	-19	-11	8	17	4	-15	-11	16
MsrA inh	0.6	0.4	-0.1	-0.6	1.1	0.8	-1.0	-0.5
FAS TE block	-1	-6	23	-6	-7	-5	-4	3
E coli Lon inh	-2	6	-7	2	4	10	-6	-4
CendR NRP1 mod	1	6	1	6	-10	-12	7	-3
PABP1 MLLE inh	-4	5	24	8	0	5	-15	7
MT1-MMP act inh	6	-4	-2	0	-5	1	-2	-1
bovine MsrA act	3	-7	0	0	-2	-1	-3	-3
Tb MetRS inh	-0.5	-0.4	-0.4	0.6	-0.2	-1.1	-0.2	-0.2

# Copied from the list:
# Entry of compound 50 in E coli Lon inh: 6
# Entry of compound 56 in E coli Lon inh: -4
# Entry of compound 52 in E coli Lon inh: 2

# Screens: PubChem BioAssay, several laboratories
